HCMV antiviral – qHTS Assay for inhibitors of the human cytomegalovirus (HCMV); HFF cells, HCMV-luciferase reporter, 72 h; hits give low values; activity change, negative = inhibition, % at 57.5 µM; 410,000 tested, 4.5% active; in the data active = activity change below about -60%; inconclusive = no clear call, values can overlap the other calls; inactive = above about -39%
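After 16 h attachment at 37C, HFF cells received test compound and HCMV-luciferase (1 PFU/cell); reporter luminescence read 72 h later, data normalized against buffer-only and known inhibitor Salinomycin.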
Tb PYK inh – qHTS of Trypanosoma Brucei Inhibitors; TbPYK enzyme, Kinase-Glo Plus ATP luminescence, 45 min; Potency, µM (top dose mostly 76.8 µM), for inactives: at the top dose activity, negative = inhibition, actives largely listed as inhibitors; 410,000 tested, 0.12% active; note: potency is the fitted concentration of half-maximal effect; nearly all actives have a fitted effect of over 50% in size
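In this concentration-response screen, enzyme-free wells defined baseline while DMSO plates tracked drift. Each reaction combined TbPYK, substrate, compound and 130 uM ADP for 45 min at room temperature. Kinase-Glo Plus luminescence gave the signal.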
HCV inh – qHTS Assay for Inhibitors of Hepatitis C Virus (HCV); Huh7.5.1 HCVcc-Cre infection, luciferase reporter, 44 h; Potency, µM (doses to about 41.8 µM), without a hit: top-dose activity change, negative = inhibition, most hits filed as inhibitors; 340,000 tested, 3.4% active; note: potency is the fitted concentration of half-maximal effect
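Cells seeded at 1,000/well and cultured 4 h, then compounds added followed by HCVcc-Cre virus (~0.5 moi). After 44 h further culture, luciferase substrate was added, plates held 15 min at room temperature, and luminescence read for 15 sec.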
LmPK inh – qHTS Assay for Inhibitors of Leishmania Mexicana Pyruvate Kinase (LmPK); purified LmPK, Kinase-Glo ATP luminescence, 1 h; Potency, µM (doses to about 57.5 µM), for inactives: top-dose activity change, negative = inhibition, actives largely listed as inhibitors; Q27686; AID 1721, 2009; 290,000 tested, 0.37% active; note: potency is the fitted concentration of half-maximal effect
Target sequence (Q27686 whole entry, looked up): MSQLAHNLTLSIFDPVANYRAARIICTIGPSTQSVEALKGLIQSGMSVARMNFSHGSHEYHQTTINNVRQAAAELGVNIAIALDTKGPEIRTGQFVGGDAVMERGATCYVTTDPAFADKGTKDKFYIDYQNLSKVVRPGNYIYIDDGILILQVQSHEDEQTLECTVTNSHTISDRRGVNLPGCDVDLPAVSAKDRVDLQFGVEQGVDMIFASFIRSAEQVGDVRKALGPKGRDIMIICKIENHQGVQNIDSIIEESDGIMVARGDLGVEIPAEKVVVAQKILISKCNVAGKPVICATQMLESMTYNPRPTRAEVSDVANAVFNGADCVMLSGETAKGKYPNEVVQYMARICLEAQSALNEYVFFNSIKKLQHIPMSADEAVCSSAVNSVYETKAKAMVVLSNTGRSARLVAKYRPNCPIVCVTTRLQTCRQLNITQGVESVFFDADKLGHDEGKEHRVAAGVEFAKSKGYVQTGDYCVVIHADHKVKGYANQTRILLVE
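In 50 mM imidazole pH 7.2 with 7 mM MgCl2, LmPK (0.1 nM) turned over PEP (0.5 mM) and ADP (0.1 mM) for 1 h at room temperature. Luciferase read-out of ATP.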
AmpC detergent – qHTS Inhibitors of AmpC Beta-Lactamase (assay with detergent); AmpC hydrolysis of nitrocefin, absorbance 480 nm, 0.01% Triton; Potency, µM (series often up to 114 µM), inactives show top-dose activity change, negative = inhibition, hits mostly inhibitors; 370,000 tested, 0.041% active; AID 485294, 2010;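 note: potency is the fitted concentration of half-maximal effect; 0% = no-compound wells and -100% = no-enzyme wells; nearly all actives have a fitted effect of over 25% in size; some results filed as inactive show a strong effect at the top dose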
Target sequence (P00811 whole entry, looked up): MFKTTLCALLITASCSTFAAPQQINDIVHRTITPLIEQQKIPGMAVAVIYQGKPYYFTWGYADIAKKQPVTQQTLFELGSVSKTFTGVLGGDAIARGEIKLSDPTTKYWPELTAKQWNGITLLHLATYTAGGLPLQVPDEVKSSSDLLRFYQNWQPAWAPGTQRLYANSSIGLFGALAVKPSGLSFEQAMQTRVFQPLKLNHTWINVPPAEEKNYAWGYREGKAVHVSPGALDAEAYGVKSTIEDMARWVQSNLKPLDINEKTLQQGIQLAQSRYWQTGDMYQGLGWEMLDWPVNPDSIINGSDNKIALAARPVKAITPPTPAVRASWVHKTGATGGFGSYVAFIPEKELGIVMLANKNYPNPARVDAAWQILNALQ
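20 mM phosphate pH 7.0 + 0.01% (detergent screen) or 0.0001% Triton X-100; 5.3 nM AmpC reagent; cpd preinc 15 min RT; nitrocefin (800 uM stock) to start; A480 q20 s × 4 min; Activity was normalised to no-enzyme and no-compound control wells.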
AMA1-RON2 inh – qHTS for Inhibitors of AMA1-RON; Towards Development of Antimalarial Drug Lead: Primary Screen; AlphaScreen AMA1-biotinylated RON2 peptide binding; Potency, µM (series often up to 58.2 µM), inactives show at the top dose activity change, negative = inhibition, usual class: inhibitors; 360,000 tested, 0.2% active;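 note: potency is the fitted concentration of half-maximal effect; 0% = vehicle wells and -100% = peptide control; nearly all actives have a fitted effect of over 45% in size; some results filed as inactive show a strong effect at the top dose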
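AMA1 (3D7) with his tag at 25 nM final met compounds first, then biotinylated RON2 peptide at 25 nM; detection used donor plus acceptor beads, 10 µg/mL apiece, read by AlphaScreen after 30 min at room temperature.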
AmpC no deterg – qHTS Inhibitors of AmpC Beta-Lactamase (assay without detergent) | 330,000 tested, 0.52% active | Potency, µM (doses to about 57.1 µM), for the others: top-dose activity change, negative = inhibition, actives largely listed as inhibitors | AmpC nitrocefin hydrolysis, absorbance 480 nm, 0.0001% Triton | P00811;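 note: potency is the fitted concentration of half-maximal effect; plate controls were no compound for no effect and no enzyme for full effect; nearly all actives have a fitted effect of over 20% in size; some results filed as inactive show a strong effect at the top dose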
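20 mM phosphate pH 7.0 + 0.01% (detergent screen) or 0.0001% Triton X-100; 5.3 nM AmpC reagent; cpd preinc 15 min RT; nitrocefin (800 uM stock) to start; A480 q20 s × 4 min; Activity was normalised to no-enzyme and no-compound control wells.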
The depositor's hits bear a star; ? = inconclusive; nt = no result given; & = joins results of further samples; [ ] = another dose, or the depositor's remark. Unless noted, calls come from the whole dose curve; as a rule, active = well fitted curve in the direction sought with a large enough effect; inconclusive = small, poorly fitted or top-dose-only effect, or another doubt; inactive = no such curve, though single readings can be large; an effect the other way counts as inactive or inconclusive. Unless noted, % is set by controls: 0 for no effect and ±100 for the full control effect.

Structure,HCV inh,AmpC no deterg,HCMV antiviral,Tb PYK inh,LmPK inh,AMA1-RON2 inh,AmpC detergent
COc1cccc(N2C(=O)c3ccncc3C2=O)c1,5%,-10%,17,1%,-5%,-9%,-11%
CCOC(=O)C(Cc1ccccc1)(Cc1ccccc1)C(C)=O,-6%,1%,-25,-4%,5%,23%,4%
Cc1ccc(S(=O)(=O)N2CCC(C(=O)Nc3ncccc3O)CC2)cc1,?,-9%,-20,0%,nt,14%,-15%
O=C(COC(=O)c1ccc(Br)cc1)Nc1ccccc1Br,-18%,-27%,-33,1%,-2%,3%,7%
CC(NC(=O)C(=O)Nc1c2c(nn1-c1ccc(F)cc1)CSC2)c1ccccc1 (configuration not stated),nt,nt,-16,2%,nt,nt,4%
Cc1ccc(N(C)C(=O)Cn2cnc3onc(-c4ccc(F)cc4)c3c2=O)cc1C,nt,nt,3,1%,nt,nt,-5%
NC(=O)NC(=O)COC(=O)c1ccc(Cl)c(S(=O)(=O)N(Cc2ccccc2)c2ccc(Cl)cc2)c1,0%,-4%,?,-3%,1%,17%[11.6 µM],-9%
Cc1nn(CC(=O)Nc2ccc(S(N)(=O)=O)cc2)c(=O)c2ccccc12,2%,-9%,24,-2%,5%,24%,-3%
COCCN1C(=O)c2ccccc2C1c1nc2ccccc2[nH]1 (configuration not stated),nt,nt,21,3%,nt,6%,nt
COc1ccc(C(=O)Nc2cc3c4c(c2)CC(=O)N4CCC3)c(OC)c1,4µM*,84%[activator],nt,-2%,nt,-15%,-6%
Nc1nc(SCC(=O)NCC2CCCO2)[nH]c(=O)c1NC(=O)c1ccco1 (configuration not stated),19%,-14%,16,-7%,-1%,-4%,11%
c1ccc(Oc2nc(N3CCOCC3)nc(N3CCOCC3)n2)cc1,3%,-2%,93,-1%,0%,-9%,?
CC(C)=CCC/C(C)=C/CNC(=O)CC1C[C@H](C(=O)N2CCOCC2)[C@@]2(C)c3[nH]c4ccccc4c3CCN2C1=O (some centres not stated),?,4%,1,-14%,nt,3%,nt
N#Cc1cnc(N)c(Br)c1,-10%,1%,41,-12%,1%,2%,?
CN(Cc1ccccc1)S(=O)(=O)c1ccc(Cl)c(C(=O)N2CCC2)c1,-12%,10%,-24,-1%,nt,4%,4%
O=[N+]([O-])c1ccc(Nc2ccccn2)c([N+](=O)[O-])c1,12%,0%,-16,-3%,2%,-29%,-6%
CC(C)(C)/C(O)=C/c1nc2ccccc2[nH]c1=O,-18%,-6%,-35,1%,4%,-3%,-2%
CCNC(=S)Nc1cc(C)ccn1,3%,-10%,-6,-2%,5%,-25%,-9%
COc1ccc(Cn2ccc3nc(C)c(C(=O)N4CCN(c5ccc(OC)cc5)CC4)cc3c2=O)cc1,nt,nt,-4,-3%,nt,nt,22%
CC(=O)c1ccc(NC(=O)c2nc3ccccc3n(C)c2=O)cc1,nt,nt,14,2%,nt,nt,9%

Ordered by formula weight (descending): 4 of the compounds above.
Structure,HCV inh,AmpC no deterg,HCMV antiviral,Tb PYK inh,LmPK inh,AMA1-RON2 inh,AmpC detergent
O=C(COC(=O)c1ccc(Br)cc1)Nc1ccccc1Br,-18%,-27%,-33,1%,-2%,3%,7%
Cc1ccc(N(C)C(=O)Cn2cnc3onc(-c4ccc(F)cc4)c3c2=O)cc1C,nt,nt,3,1%,nt,nt,-5%
Cc1nn(CC(=O)Nc2ccc(S(N)(=O)=O)cc2)c(=O)c2ccccc12,2%,-9%,24,-2%,5%,24%,-3%
CCOC(=O)C(Cc1ccccc1)(Cc1ccccc1)C(C)=O,-6%,1%,-25,-4%,5%,23%,4%

The list continues:
Structure,HCV inh,AmpC no deterg,HCMV antiviral,Tb PYK inh,LmPK inh,AMA1-RON2 inh,AmpC detergent
CCN(C[C@H]1N[C@@](Cc2ccccc2)(C(=O)OC)[C@H]2C(=O)N(Cc3ccccc3)C(=O)[C@@H]12)S(=O)(=O)c1ccc(OC)cc1,?,-1%,-15,-2%,nt,-6%,nt
COc1ccc(CNS(=O)(=O)c2ccc(OC)cc2)cc1,4%&2%,-28%,-4,-6%,-7%,7%,?
C[C@H](CO)N1C[C@H](C)[C@@H](CN(C)C(=O)NC2CCCCC2)Oc2ccc(NC(=O)NC3CCCCC3)cc2C1=O,6%,266%[activator],3,-3%,nt,-3%,nt
CCCc1[nH]nc2c1C(c1ccc(OCCN3CCOCC3)c(OC)c1)C(C#N)=C(N)O2 (configuration not stated),13%,42%,-8,-1%,-3%,3%,-16%
COc1ccc(NC(=O)CN(C)CC(=O)Nc2cccc(F)c2)cc1S(=O)(=O)N1CCCCC1,-8%,nt,-24,39%[activator],nt,-11%[11.6 µM],nt
CC(=O)N1CCOc2ccc(S(=O)(=O)NCC3CCC(C(=O)NCCC(C)C)CC3)cc21 (configuration not stated),-27%,87%[activator],?,-1%,-4%,4%,-2%
Cc1ccc2oc3c(c(=O)c2c1)C(c1ccc(O)cc1)N(CCCN(C)C)C3=O (configuration not stated),nt,nt,51,4%,nt,nt,3%
Fc1ccccc1CSc1ccc(-c2ccco2)nn1,-16%,-35%,-18,-7%,0%,-15%,-8%
Cc1ccc(-n2c(=O)c3c4c(sc3n(Cc3ccccc3C)c2=O)CCC4)cc1C,nt,nt,8,1%,nt,nt,-1%
COc1ccc2c(c1OC)C[N+]1([O-])CCc3cc4c(cc3C1C2)OCO4 (configuration not stated),8%,-5%,-9,1%,-3%,-5%,-7%
C[C@@H]1COC(=O)[C@@H](Cc2ccc(F)cc2)C/C=C\C[C@H](CC(=O)N(CCO)Cc2ccccc2)C(=O)N1,?,275%[activator],-16,-1%,nt,-10%,nt
CCOC(=O)c1ccc(CN(Cc2ccc(F)cc2)S(=O)(=O)c2ccc(F)cc2)cc1,nt,nt,-5,-5%,nt,nt,2%
Cc1ccc(Cl)cc1N1CCN(CCCNC(=O)C2COc3ccccc3C2)CC1 (configuration not stated),nt,nt,-38,2%,nt,nt,?
O=C(c1cc2ccccc2cc1O)N1CCN(c2ccccn2)CC1,-6%,-23%,-15,14%,9%,4%,?
CC(=O)C1=C(O)C(=O)N(c2cccc(C(=O)O)c2)C1c1ccc(F)cc1 (configuration not stated),-2%,-9%,14,-7%,4%,-12%,10%
c1ccc(C2=Nc3ccccc3NC(c3ccccc3)C2)cc1 (configuration not stated),-16%,-33%,32,1%,2%,6%,1%
CSc1ccc(CN2CCC2(C)C(=O)NC2CCN(Cc3ccccc3)CC2)cc1 (configuration not stated),nt,nt,-15,-8%,nt,-8%,nt
CCCSCCCNC(=O)c1cc2n(n1)CCCN(Cc1ccc(C)cc1)C2=O,nt,nt,6,6%,nt,nt,1%
Cc1ccc(C(C)(C)C)c(OCCN2CCCC2)c1,9%,-11%,-29,30%,-1%,-2%,-1%
COc1ccccc1-c1noc(CSc2nc(N)cc(=O)[nH]2)n1,-24%,-7%,-25,-2%,-9%,7%,4%

Carrying on:
Structure,HCV inh,AmpC no deterg,HCMV antiviral,Tb PYK inh,LmPK inh,AMA1-RON2 inh,AmpC detergent
CCN(C(=O)CSc1nc2ccc(OC)cc2[nH]1)c1c(N)n(Cc2ccccc2)c(=O)[nH]c1=O,26%,-32%,-18,1%,nt,21%,?
Cc1nc2sc(C(c3ccccc3)N3CCN(CCO)CC3)c(O)n2n1 (configuration not stated),8%,-16%,-6,-4%,-2%,-3%,4%
CCc1nc2oc(C(=O)c3ccccc3)c(N)c2c2c1COC(C)(C)C2,-11%,5%,?,-16%,3%,0%,-9%
COc1ccc(/C=N/Nc2cc(N3CCOCC3)nc(C)n2)c(OC)c1,?,21%,-16,1%,-1%,17%,4%
O=C(Nc1ccc2c(c1)OCO2)C1CCN(C(=O)c2ccc([N+](=O)[O-])cc2)CC1,1%,-22%,5,2%,1%,0%,3%
COCCCNC(=O)CNC(=S)N(Cc1ccccc1F)C1CCCCC1,?,85%[activator],-18,-5%,5%,1%,?
O=C(NC1CC1)c1ccc(Cn2c(SCc3ccc(F)cc3)nc3cccnc32)cc1,nt,nt,26,-3%,nt,nt,-5%
Cc1nc2ccccc2c(=O)n1NCc1cccs1,2%,-4%,39,6%,-1%,40%[activator],-1%
COc1cccc(C(=O)NCCCc2ccccc2)c1OC,2%,nt,101,-4%,nt,1%,nt
CC(C)=NOc1nc(N2CCOCC2)nc(N2CCOCC2)n1,15%,-13%,-14,-3%,5%,10%,2%
O=C(CN1CCOCC1)Nc1ccccc1F,?,-14%,30,0%,1%,11%,-6%
Cc1scc(C(=O)NNC(=S)NCc2ccccc2)c1C,27%,-43%,-63*,-22%,0%,17%,-17%
Cc1ccc(CNC(=O)C(CC(C)C)N2Cc3ccccc3C2=O)cc1 (configuration not stated),nt,nt,-7,0%,nt,nt,0%
Cc1ccc(S(=O)(=O)NC(C)(C)CN2CCc3ccccc3C2)cc1,-2%,-23%,31,1%,10%,1%,3%
COc1ccc(Br)cc1C1CC(=O)N2CN(C)CSC2=C1C#N (configuration not stated),4%,-28%,-20,?,-9%,6%,?
Cc1ccc2nc(SCC(=O)N3CCC(Cc4ccccc4)CC3)nc(=O)n2c1,?,156%[activator],?,-1%,nt,6%,-2%
Cc1ccc(OCC(=O)NNC(=O)C(=O)NC(C)(C)C)cc1,2%,-2%,56,-9%,4%,19%,-3%
Cc1ccc(C)c(N2CCN(c3ccc([N+](=O)[O-])cn3)CC2)c1,-5%,-15%,-13,-2%,-6%,-4%,-13%

Bioassay records (PubChem BioAssay)
